ROS inducer – cancer cell ROS induction. U2OS ROS induction, H2DCF-DA fluorescence. ROS induction (% of piperlongumine), % at 10 µM. 46,000 tested, 2% active. AID 624156; in the data active means ROS induction above about 79%, passing the limit was not always enough; inconclusive means no clear call, values can overlap the other calls;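 further: 0% = DMSO vehicle median and 100% = reference compound median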
An asterisk follows results filed as active; ? = inconclusive. These rows are one share of the data; the hit share may differ from the screen's.

SMILES	ROS inducer
Cc1ccc(SCC(=O)c2ccc(CC(=O)O)s2)cc1	7.9
Cc1noc(C)c1S(=O)(=O)Nc1ccc2c(c1)C(=O)N([C@H](C)CO)C[C@@H](C)[C@H](CN(C)S(=O)(=O)c1ccc(Cl)cc1)O2	5.1
C[C@H](CO)N1C[C@H](C)[C@H](CN(C)Cc2ccc3c(c2)OCO3)Oc2c(NC(=O)Nc3ccc4c(c3)OCO4)cccc2C1=O	-1.7
COCCn1c(=O)c(C#N)cc2c(=O)n3ccccc3nc21	20.1
COc1ccccc1NC(=O)N(C)C[C@H]1OCc2cnnn2CCCC(=O)N([C@H](C)CO)C[C@@H]1C	4.6
C[C@@H]1CN([C@@H](C)CO)C(=O)c2cc(NS(=O)(=O)c3ccc(F)cc3)ccc2O[C@@H]1CN(C)Cc1ccc2c(c1)OCO2	0.9
COC(=O)c1c(C)oc2cc(Br)c(OCC(=O)c3ccc(F)cc3)cc12	-10.4
CC(C)(C)c1ccc(OCC(=O)Nc2ccccc2-c2nc3ccccc3s2)cc1	8.7
COc1ccc(CN(C)C[C@H]2Oc3ccc(NS(=O)(=O)c4ccc(Cl)cc4)cc3C(=O)N([C@H](C)CO)C[C@H]2C)cc1	12.4
c1cc(-c2nc(-c3ccc4c(c3)OCCCO4)cs2)ccc1-c1csnn1	-6.8
C[C@H]1CN([C@@H](C)CO)C(=O)Cc2cc(NC(=O)Cc3cn(C)c4ccccc34)ccc2O[C@@H]1CN(C)C(=O)Nc1ccc(C(F)(F)F)cc1	27.4
C[C@H](CO)N1C[C@H](C)[C@H](CN(C)Cc2ccc3c(c2)OCO3)Oc2ccc(NC(=O)C3CC3)cc2CC1=O	-9.0

Looked up above:
Cc1ccc(SCC(=O)c2ccc(CC(=O)O)s2)cc1 in ROS inducer: 7.9
COC(=O)c1c(C)oc2cc(Br)c(OCC(=O)c3ccc(F)cc3)cc12 in ROS inducer: -10.4
COc1ccccc1NC(=O)N(C)C[C@H]1OCc2cnnn2CCCC(=O)N([C@H](C)CO)C[C@@H]1C in ROS inducer: 4.6
COc1ccc(CN(C)C[C@H]2Oc3ccc(NS(=O)(=O)c4ccc(Cl)cc4)cc3C(=O)N([C@H](C)CO)C[C@H]2C)cc1 in ROS inducer: 12.4
c1cc(-c2nc(-c3ccc4c(c3)OCCCO4)cs2)ccc1-c1csnn1 in ROS inducer: -6.8
C[C@H]1CN([C@@H](C)CO)C(=O)Cc2cc(NC(=O)Cc3cn(C)c4ccccc34)ccc2O[C@@H]1CN(C)C(=O)Nc1ccc(C(F)(F)F)cc1 in ROS inducer: 27.4
C[C@H](CO)N1C[C@H](C)[C@H](CN(C)Cc2ccc3c(c2)OCO3)Oc2ccc(NC(=O)C3CC3)cc2CC1=O in ROS inducer: -9.0

Further structures:
SMILES	ROS inducer
Clc1ccc(-c2ncc3ccccn23)cc1	25.1
COc1cc(Br)cc(/C=N/N(CCO)C2=NS(=O)(=O)c3ccccc32)c1OC	115.1*
C[C@H](CO)N1C[C@H](C)[C@H](CN(C)Cc2ccc(-c3ccccc3)cc2)Oc2ccc(NC(=O)C3CCCCC3)cc2C1=O	15.7
COc1ccc(S(=O)(=O)N(C)C[C@@H]2Oc3ccc(NC(=O)Nc4cccc5ccccc45)cc3C(=O)N([C@H](C)CO)C[C@H]2C)cc1	2.1
Cc1ccc(CN(C)C[C@@H]2OCc3cn(nn3)CCCC(=O)N([C@H](C)CO)C[C@H]2C)cc1	5.9
C[C@H]1CN([C@@H](C)CO)C(=O)c2cc(NC(=O)c3ccncc3)ccc2O[C@@H]1CN(C)C(=O)Nc1ccc2c(c1)OCO2	-15.9
NS(=O)(=O)c1ccc(CCNC(=O)c2cc3c(s2)-c2ccccc2OC3)cc1	1.8
C[C@H]1CN([C@@H](C)CO)C(=O)Cc2cc(NC(=O)Nc3ccccc3)ccc2O[C@H]1CN(C)Cc1ccc(-c2ccccc2)cc1	14.1
COc1ccc(CC(=O)Nc2cccc(C(=O)O)c2)cc1OC	-2.3
O=C(CN(CCc1ccccc1)S(=O)(=O)c1ccc(Br)cc1)NC1CC1	-5.4
C[C@H](CO)N1C[C@H](C)[C@@H](CN(C)S(=O)(=O)c2ccccc2)Oc2c(NC(=O)NC3CCCCC3)cccc2C1=O	0.2
C[C@@H]1CN([C@@H](C)CO)C(=O)c2cccc(NC(=O)CCCCCC(=O)Nc3ccccc3N)c2O[C@H]1CN(C)C	-9.8

The listing continues:
SMILES	ROS inducer
Cc1cc(-c2nnc(-c3ccc(Cl)cc3)o2)no1	2.9
COc1cc(C2c3c(cc(OC)c(O)c3O)CC(CO)C2CO[C@@H]2O[C@H](C(=O)O)[C@@H](O)[C@H](O)[C@H]2O)cc(OC)c1O (stereo partly drawn)	0.0
COc1ccc(/C=N/NC(=O)CCCCCCC(=O)Nc2ccccc2O)cc1O	6.7
COc1ccc(S(=O)(=O)N(C)C[C@@H]2Oc3ccc(NS(=O)(=O)c4cccs4)cc3CC(=O)N([C@H](C)CO)C[C@@H]2C)cc1	10.3
CC(C)NC(=O)Nc1ccc2c(c1)C(=O)N([C@H](C)CO)C[C@H](C)[C@@H](CN(C)Cc1ccc(-c3ccccc3)cc1)O2	?
COc1ccc(OCCN2C(=O)CNC2=S)cc1	1.2
Cc1cccc(NC(=O)C2C3CC/C=C\CCC32)c1 (stereo not drawn)	3.7
C=C(CO)C(=O)O[C@H]1CC(=C)[C@@H]2CC(=O)[C@H](C)[C@@H]2[C@H]2OC(=O)C(=C)[C@@H]21	121.8*
COc1cc(C(C)=O)ccc1O[C@@H]1O[C@H](CO)[C@@H](O)[C@H](O)[C@H]1O	-9.1
Cc1ccc(-c2cc(C(F)F)n3ncc(C(=O)NCCCN4CCOCC4)c3n2)cc1	137.1*
Cc1noc(C)c1S(=O)(=O)Nc1ccc2c(c1)C(=O)N([C@@H](C)CO)C[C@@H](C)[C@H](CN(C)Cc1ccccc1)O2	-7.1
Cc1cccc2c1-c1sc(C(=O)NCCN3CCCCC3C)cc1CO2 (stereo not drawn)	-6.6

Next records follow.
SMILES	ROS inducer
C[C@H]1CN([C@@H](C)CO)C(=O)c2cc(NC(=O)Nc3ccccc3)ccc2O[C@@H]1CN(C)Cc1ccc(C(=O)O)cc1	-12.0
C[C@@H]1CN([C@H](C)CO)C(=O)c2cccc(NC(=O)Nc3ccc(C(F)(F)F)cc3)c2O[C@@H]1CN(C)S(=O)(=O)c1ccccc1	16.2
C=CCN1C(=O)[C@@]2(O[C@@H](CCn3cc(CCO)nn3)[C@H]([Si](C)(C)c3ccc(OC)cc3)[C@H]2C)c2ccccc21	27.0
Cc1cc(N)n(-c2ccc(Oc3ccccc3)c(S(=O)(=O)O)c2)n1	-6.6
C[C@@H]1CN([C@@H](C)CO)C(=O)c2cccc(NC(=O)Nc3cccc4ccccc34)c2O[C@H]1CN(C)S(=O)(=O)c1ccc(Cl)cc1	5.0
OC(CCN1CCCCC1)(c1ccccc1)C1CCCCC1 (stereo not drawn)	10.4
C[C@@H]1CN([C@@H](C)CO)C(=O)CCCn2nncc2CO[C@H]1CN(C)C(=O)NC1CCCCC1	1.4
CC(C)C1C(=O)OC2(C)CC(C)(C)NC(=S)N12 (stereo not drawn)	-8.9
C[C@@H]1CCCCO[C@@H](CN(C)C(=O)Nc2ccc(C(F)(F)F)cc2)[C@@H](C)CN([C@H](C)CO)C(=O)c2cc(N(C)C)ccc2O1	66.0
CC(=O)Nc1[nH]c2c(c1C#N)CCCCC2	-5.8
C[C@H]1CN([C@@H](C)CO)C(=O)CCCn2nncc2CO[C@H]1CN(C)C(=O)c1ccc2ccn(C)c2c1	2.4
CCn1c(N)c(C(N)=O)sc1=S	1.5

Next results.
SMILES	ROS inducer
C[C@@H]1CN([C@@H](C)CO)C(=O)Cc2cc(NC(=O)Nc3ccc(C(F)(F)F)cc3)ccc2O[C@@H]1CN(C)C	3.1
C[C@@H]1CN([C@@H](C)CO)C(=O)Cc2cc(NS(C)(=O)=O)ccc2O[C@@H]1CN(C)C(=O)Nc1ccc2c(c1)OCO2	54.9
C[C@H](CO)N1C[C@H](C)[C@@H](CN(C)Cc2ccc(Oc3ccccc3)cc2)Oc2ccc(NC(=O)Nc3ccc(C(F)(F)F)cc3)cc2C1=O	12.2
C[C@@H]1CN([C@@H](C)CO)C(=O)c2cccc(NC(=O)NC3CCCCC3)c2O[C@@H]1CN(C)C	-7.1
COc1ccc(S(=O)(=O)N(C)C[C@@H]2Oc3ccc(NC(=O)NC(C)C)cc3C(=O)N([C@H](C)CO)C[C@H]2C)cc1	2.0
COc1ccc(NC(=O)N(C)C[C@H]2Oc3ccc(NS(=O)(=O)c4cn(C)cn4)cc3C(=O)N([C@@H](C)CO)C[C@H]2C)cc1	-9.5
CCS(=O)(=O)NCCc1csc(C)n1	-12.4
C[C@@H]1CN([C@@H](C)CO)C(=O)CCCn2cc(nn2)CO[C@H]1CN(C)Cc1ccc(Cl)c(Cl)c1	9.3
COc1ccc(CC(=O)N(CC#N)CC#N)cc1OC	13.6
CCN(CC)S(=O)(=O)c1ccc2oc(C(=O)Nc3cccc(Cl)c3)c(C)c2c1	38.9
COc1cc(N)c(Cl)cc1C(=O)OCCCN1CCCCC1	2.3
C[C@H]1CN([C@@H](C)CO)C(=O)Cc2cc(NS(C)(=O)=O)ccc2O[C@@H]1CN(C)Cc1ccc(-c2ccccc2)cc1	32.1

New compounds follow:
SMILES	ROS inducer
O=C1O[C@@H](c2ccccc2)[C@@H](c2ccccc2)N2[C@@H](c3ccc(OCCO)cc3)[C@]3(C(=O)Nc4ccc(C#CC5(O)CCCCCC5)cc43)[C@@H](C(=O)O)[C@H]12	18.1
COc1ccc(NC(=O)N(C)C[C@H]2Oc3c(NC(=O)c4ccc(-c5nccs5)cc4)cccc3C(=O)N([C@@H](C)CO)C[C@H]2C)cc1	-4.6
CC(C)C1N=C2c3ccccc3N=C(SCC(=O)c3ccc(Br)cc3)N2C1=O (stereo not drawn)	63.2
COC(=O)c1ccc(-n2nnnc2SCC(=O)Nc2ccccc2)cc1	0.7
O=C(O)CCCCCC(=O)N/N=C/c1cn(S(=O)(=O)c2ccccc2)c2ccccc12	6.8
N#Cc1ccccc1NC(=O)CN1CCC(C(N)=O)CC1	-8.1
Cc1onc(-c2c(Cl)cccc2Cl)c1NC(=O)N1CCCC1=O	9.9
CCOC(=O)c1sc(NC(=O)CC)nc1C	1.4
Cc1noc(C)c1S(=O)(=O)Nc1ccc2c(c1)C(=O)N([C@H](C)CO)C[C@H](C)[C@H](CN(C)C(=O)Nc1ccc(F)cc1)OCCCC[C@@H](C)O2	18.6
COc1ccc(C(=S)N2CCCCC2)cc1OC	-6.8
C[C@@H]1CN([C@H](C)CO)C(=O)CCCn2nncc2CO[C@@H]1CN(C)S(=O)(=O)c1ccc(Oc2ccccc2)cc1	5.6
O=C(CSc1nnc(-c2ccco2)n1-c1ccccc1)N1CCc2ccccc21	-6.2

Next part, overlapping the part above by three compounds.
SMILES	ROS inducer
COc1ccc(C(=S)N2CCCCC2)cc1OC	-6.8
C[C@@H]1CN([C@H](C)CO)C(=O)CCCn2nncc2CO[C@@H]1CN(C)S(=O)(=O)c1ccc(Oc2ccccc2)cc1	5.6
O=C(CSc1nnc(-c2ccco2)n1-c1ccccc1)N1CCc2ccccc21	-6.2
C[C@@H]1CCCCO[C@H](CN(C)C(=O)Nc2ccc(F)cc2)[C@@H](C)CN([C@H](C)CO)C(=O)c2cc(N(C)C)ccc2O1	1.7
CC(=O)Nc1c(C(=O)c2ccccc2)oc2ccccc12	22.1
CCC(C)C(=O)OC1CC(C)C=C2C=CC(C)C(CCC(O)CC(O)CC(=O)O)C21 (stereo not drawn)	0.8
Cc1ccc(OCC(=O)NC2CCS(=O)(=O)C2)cc1 (stereo not drawn)	-2.5
C[C@@H]1CN([C@@H](C)CO)C(=O)c2cccc(NC(=O)C3CCCCC3)c2O[C@H]1CN(C)S(C)(=O)=O	-3.9
COc1ccc(CN(C)C[C@H]2OCCCC[C@@H](C)Oc3ccc(NS(=O)(=O)c4ccc(C)cc4)cc3C(=O)N([C@H](C)CO)C[C@@H]2C)cc1	29.0
CCn1cc(C(=O)O)c(=O)c2cc(F)c(N3CCN(C(=O)c4ccc(F)cc4)CC3)cc21	0.4
C[C@@H]1CN([C@@H](C)CO)C(=O)Cc2cc(NC(=O)Cn3cnnn3)ccc2O[C@@H]1CN(C)C(=O)Nc1ccc(F)cc1	36.8
C[C@H]1CN([C@@H](C)CO)C(=O)c2cccc(NS(=O)(=O)c3cn(C)cn3)c2O[C@@H]1CN(C)C(=O)Nc1ccc(C(F)(F)F)cc1	-0.3
CC1CN(CCc2ccccc2)c2nc3c(c(=O)n(CC(N)=O)c(=O)n3C)n2C1 (stereo not drawn)	-2.5
Cc1noc(C)c1NC(=O)Nc1ccc2c(c1)C(=O)N([C@H](C)CO)C[C@@H](C)[C@H](CN(C)Cc1ccc(Cl)c(Cl)c1)O2	13.9
Cc1noc(C)c1S(=O)(=O)Nc1ccc2c(c1)CC(=O)N([C@H](C)CO)C[C@@H](C)[C@@H](CN(C)C(=O)Nc1ccc3c(c1)OCO3)O2	-1.9

Later entries.
SMILES	ROS inducer
C[C@H]1CN([C@@H](C)CO)C(=O)c2cc(N(C)C)ccc2O[C@@H]1CN(C)C(=O)Nc1ccc2c(c1)OCO2	-12.8
C[C@@H]1CN([C@@H](C)CO)C(=O)Cc2cc(NC(=O)Nc3cccc4ccccc34)ccc2O[C@@H]1CN(C)Cc1ccncc1	35.2
N#CCc1nc(-c2ccc(Cl)c(Cl)c2)cs1	18.0
CSc1cccc(NC(=O)CN(c2ccc3c(c2)OCCO3)S(C)(=O)=O)c1	-13.2
COC(=O)CCSc1nc2sc3c(c2c(=O)n1-c1cccc(C)c1)CC(C)(C)OC3	45.1
C[C@@H]1CN([C@H](C)CO)C(=O)Cc2cc(NC(=O)Cn3cnnn3)ccc2O[C@H]1CN(C)C(=O)Nc1ccc(F)cc1	17.0
COC(=O)c1c(-c2snnc2C)n[nH]c1C	-7.9

Source: PubChem (Broad Institute)
